Bioassay records deposited in PubChem BioAssay by several laboratories.
NPY-Y1 PAM-ag – NPY-Y1 receptor potentiators or agonists, primary screen, cell-based | AID 1304, 2008 | activation, % at 3.6 µM | Neuropeptide Y receptor type 1 (Homo sapiens), P25929 | actives 0.37% (n = 220,000) | NPY-Y1 expressing cells, potentiator/agonist activation; in the data active means activation above about 33%, passing the limit was not always enough;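 further: cells stimulated with NPY at EC10 then isoproterenol at EC100; 0% = low agonist plus stimulus and 100% = saturating agonist plus stimulus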
eIF4E-4G inh – eIF4E–eIF4G protein interaction inhibitors, primary screen, biochemical, uHTS, TR-FRET, eIF4GI fragment | Eukaryotic translation initiation factor 4E (Mus musculus) + Eukaryotic translation … | TR-FRET eIF4E-eIF4GI(517-606) binding, 2 h | inhibition, % at 21.7 µM | actives 0.37% (n = 220,000) | AID 782, 2007;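 active means inhibition above about 30%, limit read from the data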;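 further: 0% = full FRET control wells and 100% = background wells lacking eIF4GI fragment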
NPY-Y2 PAM-ag – NPY-Y2 potentiators or agonists, primary screen, cell-based | cells expressing NPY-Y2, potentiator/agonist read-out | activation, % at 3.6 µM | actives 0.45% (n = 220,000) | AID 1359, 2008; in the data active means activation above about 27%;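 further: cells stimulated with NPY near EC25 plus isoproterenol at EC100; 0% = vehicle plus submaximal agonist and 100% = vehicle plus saturating agonist; some results beyond the cut were filed as inactive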
Target sequence (P49146 whole entry, looked up): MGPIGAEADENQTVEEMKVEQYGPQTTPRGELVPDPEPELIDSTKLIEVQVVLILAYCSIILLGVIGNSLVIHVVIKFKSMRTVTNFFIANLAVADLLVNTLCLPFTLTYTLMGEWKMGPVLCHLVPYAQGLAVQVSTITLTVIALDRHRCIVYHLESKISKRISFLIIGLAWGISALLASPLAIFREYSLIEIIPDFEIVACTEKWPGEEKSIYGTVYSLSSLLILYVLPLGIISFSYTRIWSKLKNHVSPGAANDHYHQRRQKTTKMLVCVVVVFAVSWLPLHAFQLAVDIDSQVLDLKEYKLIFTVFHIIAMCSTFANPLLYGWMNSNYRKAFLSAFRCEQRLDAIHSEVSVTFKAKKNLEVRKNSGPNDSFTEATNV
p97 ATPase inh – inhibitors of human p97 ATPase, primary screen, biochemical; AID 1481, 2009; actives 0.42% (n = 220,000); inhibition, % at 8 µM; recombinant p97 ATPase, Kinase-Glo ATP luminescence, 3 h; Transitional endoplasmic reticulum ATPase (Homo sapiens), P55072; in the data active means inhibition above about 15%;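 further: 0% = DMSO vehicle and 100% = wells lacking enzyme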
EP2 modulator – EP2 receptor modulators, cAMP readout, primary screen, cell-based, HTRF cAMP, PGE2 stimulation; Prostaglandin E2 receptor EP2 subtype (Homo sapiens), P43116; EP2-expressing cells, cAMP HTRF FRET, PGE2 co-stimulation; induction, % at 25 µM; actives 0.83% (n = 260,000);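 active means compounds whose cAMP rise, as percent of the full-agonist control response, exceeds 60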;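 further: rat C6 glioma line stably carrying human EP2 under a CMV promoter; the protocol text gives 20 µM as final concentration; 100% = response of wells given 1 µM PGE2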
Target sequence (P43116 whole entry, looked up): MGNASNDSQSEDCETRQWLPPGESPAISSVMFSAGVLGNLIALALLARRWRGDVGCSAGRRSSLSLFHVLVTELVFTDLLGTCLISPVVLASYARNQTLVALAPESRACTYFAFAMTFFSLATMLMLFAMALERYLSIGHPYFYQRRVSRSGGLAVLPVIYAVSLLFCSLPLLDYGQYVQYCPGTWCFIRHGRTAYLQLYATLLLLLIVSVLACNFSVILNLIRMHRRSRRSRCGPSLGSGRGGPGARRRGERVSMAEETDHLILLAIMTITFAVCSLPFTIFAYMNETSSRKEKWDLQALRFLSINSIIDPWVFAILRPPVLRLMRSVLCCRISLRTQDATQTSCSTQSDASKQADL
PGE2 EP2 inh – human EP2 receptor antagonists, primary screen, TR-FRET cAMP, C6 glioma cells; C6 glioma cells expressing human EP2; cells stimulated with saturating PGE2; AID 1422, 2008; Prostaglandin E2 receptor EP2 subtype (Homo sapiens), P43116; inhibition, % at 25 µM; actives 0.52% (n = 260,000);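 active means percent inhibition above 40 after rounding to a whole number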;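 further: rat C6 glioma host cells with rolipram phosphodiesterase inhibitor present; the protocol text gives 20 µM as final concentration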
S1P4 ag – S1P4 receptor agonists, primary screen, cell-based; Sphingosine 1-phosphate receptor 4 (Homo sapiens), O95977; S1P4-expressing cell line, agonist reporter assay; activation, % at 4.98 µM; actives 0.35% (n = 220,000); in the data active means activation above about 11%;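 further: 0% = DMSO vehicle and 100% = reference agonist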
NPY Y1 blocker – NPY-Y1 receptor antagonists, primary screen, cell-based; HEK293-CNG Y1 cells, membrane potential fluorescence; NPY at EC95, then isoproterenol; actives 1% (n = 200,000); inhibition, % at 3.6 µM;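 active means inhibition above the campaign mean inhibition of all tested compounds plus 3 SD, cut at about 20% in these data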;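 further: 0% = DMSO wells given NPY plus isoproterenol and 100% = isoproterenol alone without NPY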
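Material: HEK293 Y1/CNG channel cell line; also added: NPY (25 nM), isoproterenol (1 µM), Ro 20-1724 (25 µM); doses: one concentration, 3.6 µM, in 0.4% DMSO; schedule: compound incubation 1 h at room temperature, readout 45 min post-stimulation; technique: membrane potential fluorescence; measure: fluorescence ratio normalized to % inhibition between controls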
S1P4 antag – S1P4 receptor antagonists, primary screen, cell-based; Sphingosine 1-phosphate receptor 4 (Homo sapiens), O95977; S1P4-expressing cells, antagonist mode, reporter read-out; inhibition, % at 4.98 µM; actives 0.26% (n = 220,000); AID 1510, 2009; in the data active means inhibition above about 29%;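 further: 0% = wells stimulated with agonist and 100% = vehicle wells without agonist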
Active calls of the source: *; · = not tested or not shown; [ ] = remark or other dose.

Values in the order – S1P4 ag	eIF4E-4G inh	NPY-Y2 PAM-ag	S1P4 antag	NPY Y1 blocker	p97 ATPase inh	PGE2 EP2 inh	EP2 modulator	NPY-Y1 PAM-ag
1	Cc1ccc(CN2CCN(C/C(Cl)=C/c3ccccc3)CC2CCO)o1 (stereo not given)
 : -1.2	1	0	16	8	-4	2	-53	-12
2	CCN(CC)c1ccc(NC(=O)CN2CCN(S(=O)(=O)c3cc(Cl)ccc3OC)CC2)cc1
 : -4.1	-2	33*	5	-11	-5	3	-15	53*
3	S=C(NCc1ccc2c(c1)OCO2)Nc1ccc(-c2nc3ccccc3[nH]2)cc1
 : -0.9	-3	-15	-6	7	2	25	-62	-9
4	COc1ccccc1C(OC(=O)c1ccco1)C(=O)NC(C)(C)C (stereo not given)
 : 0.3	1[fluorescence artefact?]	7	-9	-2	0	12	3	10
5	CCOC(=O)N1CCN(Cc2nc(-c3ccc(C)cc3)no2)CC1
 : 1.8	-2	3	-12	7	-2	13	-23	-31
6	COC(=O)COn1c(-n2nc(C)cc2C)nc2ccccc2c1=O
 : 0.9	-2	-17	14	-2	1	6	-15	-19
7	C[C@@H]1NC(=O)c2cc([N+](=O)[O-])cc(I)c2OCC[C@@H](C(N)=O)NC(=O)[C@H](CCCCN)NC1=O
 : 2.4	1	-5	7	6	6	15	19	-10
8	O=C(NC(N1CCCC1)C(Cl)(Cl)Cl)c1ccccc1 (stereo not given)
 : 0.8	8	-4	-10	0	-1	10	8	-1
9	Cc1ccc(NC(=O)C2C(=O)N(C)c3ccccc32)cc1 (stereo not given)
 : 2.4	-6	9	-3	4	4	7	-7	-1
10	COc1cccc(/C=N/NC(=O)c2c(-c3ccccc3)noc2C)c1
 : 2.3	7	13	-3	3	3	5	-15	1
11	COc1cccc(N2CCN(C3CC(=O)N(c4ccc(F)c(Cl)c4)C3=O)CC2)c1 (stereo not given)
 : -2.8	2[fluorescence artefact?]	-3	-12	14	-4	17	3	-27
12	COc1cccc(NC(=S)N(CCCN2CCC(C)CC2)Cc2cccs2)c1
 : -2.1	2	-9	-8	14	4	8	-3	-14
13	Cc1ccc(NC(=S)N(CCN(C)C)Cc2cccs2)cc1
 : 0.9	3	-4	-1	6	-1	6	3	-7
14	OCc1c(Cl)nc2ccccn12
 : -2.8	-1	-11	-50	-3	-6	5	-3	0
15	c1ccc(-n2nnnc2-c2cnc(-c3cccnc3)nc2-c2cccs2)cc1
 : 1.7	4	-3	-13	-4	2	2	-12	0
16	CC(=O)c1ccc2noc(-c3ccc(C)cc3)c2c1
 : 0.8	1	12	-4	-7	4	5	28	15
17	CN(C)CC(O)CN1C(=O)N(CN2C(=O)N(CC(O)CN(C)C)C(=O)C2(C)C)C(C)(C)C1=O (stereo not given)
 : 0.4	-2	8	-14	-6	7	11	11	2
18	CCCNC(=O)CS(=O)(=O)Cc1nc(-c2ccccc2C)oc1C
 : -0.7	-1	7	2	-1	-2	11	8	-5
19	CCc1ccc(C2CC(=O)N(c3ccc(F)cc3)C3=C2C(=O)OC3)cc1 (stereo not given)
 : 0.6	-4	-7	0	-2	3	12	-2	5
20	O=C(NCc1ccncc1)C(=O)NCC1OCCCN1S(=O)(=O)c1ccccc1 (stereo not given)
 : 0.4	6	-4	-6	2	-3	4	0	-13
21	CCOC(=O)Cn1c(=O)oc2cc(S(=O)(=O)Nc3cc(Cl)ccc3OC)ccc21
 : -3.0	2	24	6	-7	-3	15	-12	32
22	Cc1c(NC(=O)c2cnn3cccnc23)c(=O)n(-c2ccccc2)n1C
 : 1.4	2	3	6	-2	-3	9	11	-9
23	O=C(CSc1ncnc2c1nnn2-c1ccc(F)cc1)NCC1CCCO1 (stereo not given)
 : 1.1	-7	-24	-8	9	-2	2	29	-20
24	COc1cc(OC)c(-c2c3cc(O)c(=O)cc-3oc3cc(O)c(O)cc23)cc1OC
 : -0.4	4	-9	-5	9	4	7	19	-10
25	CCN(CC)CCNC(=O)c1ccc2c(c1)ncn2C1CCCCC1
 : 0.6	-1	5	-16	-1	-1	17	23	13
26	Cc1nnc(SCCN2CCOCC2)n1C
 : 2.9	0	-11	19	2	9	5	43	-3
27	O=C(Nc1ccc(N2CCOCC2)c(Cl)c1)c1ccc2c(c1)OCCO2
 : 0.2	3	-12	-12	2	-8	13	-42	-18
28	Cn1c(=O)c2c(nc(Cc3ccc(N)cc3)n2C)n(C)c1=O
 : 1.3	-2	7	9	·	4	7	-32	-13
29	CCC(c1nnnn1Cc1ccccc1)N(Cc1ccco1)Cc1cc2cc(OC)ccc2[nH]c1=O (stereo not given)
 : 1.0	-12	-12	-18	8	-2	2	38	15
30	CCn1cc(C(=O)NCc2ccco2)c2cc(OC)c(OC)cc2c1=O
 : 0.3	-2	-22	-13	1	4	4	-17	-12
31	Cc1ccc(N2CC(=O)N(NC(=O)c3sc4nc(C)cc(C)c4c3N)CC2=O)cc1
 : -1.8	3	2	2	·	5	11	5	-15
32	O=C(CN(Cc1ccco1)S(=O)(=O)c1ccccc1)N/N=C/c1ccccc1C(=O)O
 : -0.8	-9	-9	-20	-1	1	10	-11	-7
33	C=CCc1cccc(/C=C/c2cc(=O)c3ccccc3[nH]2)c1O
 : 1.6	0	-11	1	-8	3	9	-14	-9
34	CCOC(=O)c1cc(-c2ccc(F)cc2)n(CC(=O)NC(C)CC)c1C (stereo not given)
 : -0.2	1	-4	-6	4	7	4	4	-14
35	Cc1c(NC(=O)/C(C#N)=C/c2ccc(-c3ccc(Cl)c(Cl)c3)o2)c(=O)n(-c2ccccc2)n1C
 : 1.5	-2[fluorescence artefact?]	-5	9	4	0	6	2	-6
36	COc1ccc(C(=O)N2CCC(N3CCN(c4ccccc4)CC3)CC2)cc1
 : -1.8	1	1	-5	-1	-6	7	17	-12
37	Cn1cc(CN2CCN(c3ccccc3)CC2)c2ccccc21
 : 0.6	2	-2	-15	4	1	8	-9	-11
38	Cc1ccc(OCCOCCN2CCN(C)CC2)c([N+](=O)[O-])c1
 : -1.2	4	4	-19	10	5	3	32	2
39	C/C(=N/NC(=O)c1cccs1)c1ccc(NC(=O)COc2ccc(Cl)cc2Cl)cc1
 : 0.7	-28	-6	-1	2	3	9	-16	7
40	CCOc1ccc2c(c1)/C(=N/N1C(=O)c3ccccc3C1=O)C(=O)N2
 : -0.6	-2	-9	-11	0	5	8	12	4
41	O=C(N/N=C/c1c(Cl)[nH]c2ccccc12)c1sc2ccccc2c1Cl
 : -0.1	-1	-4	7	5	13	7	-14	-14
42	Cc1ccc(C(C)C)cc1OCC(=O)N/N=C/c1ccc2c(c1)OCCO2
 : -1.2	-5	-7	-31	17	-4	4	-39	-42
43	O=S(=O)(c1cccc(-c2nnc(SCc3nc4ccccc4s3)o2)c1)N1CCOCC1
 : -3.3	-1	-25	-9	6	-4	·	18	4
44	CCOC(=O)/C=C1\SCC(=O)N1CC(=O)NC(C)c1ccccc1 (stereo not given)
 : 0.1	10[fluorescence artefact?]	0	-5	4	0	3	6	10
45	CCN(C(=O)COC(=O)c1cnc(C)cn1)C1CCCCC1
 : -1.1	3[fluorescence artefact?]	1	-1	-2	-1	14	6	-11
46	O=C(Nc1ccc2oc(-c3ccc(Cl)c(Cl)c3)nc2c1)c1ncn[nH]1
 : 1.6	-34	-11	2	6	-1	10	-5	-9
47	N#CC(c1cccc(C(F)(F)F)c1)(c1ncc(C(F)(F)F)cc1Cl)N1CCOCC1 (stereo not given)
 : 0.5	1	-2	-23	1	-3	11	47	8
48	c1coc(-c2nc3c4c5c(sc4ncn3n2)CCCC5)c1
 : 1.6	4	-4	-13	-1	-4	8	20	-9
49	CC(=O)Nc1cccc2c1C(=O)N(c1ccccc1OC(C)=O)C2=O
 : 0.1	4	6	-2	2	-2	8	24	-9
50	CC(C)CCc1noc(CN(C)CCC2CCOCC2)n1
 : -1.4	-4	0	-1	·	4	6	-6	22
51	CCCCOc1ccc(CC2CCC(=O)NC2=O)cc1 (stereo not given)
 : 0.1	-5	1	-9	-4	0	8	-3	18
52	O=C(O)CC(c1cccc2ccccc12)n1cccc1 (stereo not given)
 : -2.5	-8	-30	-29	20	-7	6	21	-25
53	COc1ccc(NC(=O)CNS(=O)(=O)c2cccs2)c(OC)c1
 : -3.2	-11	-12	-7	4	3	15	-19	-19
54	Cc1cc(OC(=O)c2ccccc2Br)cc(=O)n1C
 : 1.1	2	21	-27	-2	7	10	8	8
55	Cc1cc(C)nc(NN=C(c2ccccc2)c2ccccc2)n1
 : 0.1	12[fluorescence artefact?]	-1	-5	-1	-2	2	23	-1
56	Cc1nn(C)c(C)c1/C=C1/SC(=S)NC1=O
 : -2.9	-2	18	-23	-3	6	·	25	8
57	CCc1nnc(NC(=O)Cc2ccc(Br)cc2)s1
 : 0.7	1	-14	7	1	2	5	33	-7
58	COc1ccc(N/C(=C(/C(Cl)=C(Cl)Cl)[N+](=O)[O-])n2nnc3ccccc32)cc1
 : 0.5	0	2	-1	7	3	7	6	-6

Reformatted: entries from further up
nr	structure	S1P4 ag	eIF4E-4G inh	NPY-Y2 PAM-ag	S1P4 antag	NPY Y1 blocker	p97 ATPase inh	PGE2 EP2 inh	EP2 modulator	NPY-Y1 PAM-ag
56	Cc1nn(C)c(C)c1/C=C1/SC(=S)NC1=O	-2.9	-2	18	-23	-3	6	·	25	8
57	CCc1nnc(NC(=O)Cc2ccc(Br)cc2)s1	0.7	1	-14	7	1	2	5	33	-7

This is a subset (hit frequency here may not be typical).
